# Screening data from PubChem BioAssay.
# Pin1 inhibitor: blocks the human prolyl isomerase Pin1; actives 0.009% (n = 390,000); Pin1 FP peptide displacement, HiFluor488, 10 min; Potency, µM (titrated, usually from 115 µM), for the others: at the highest dose activity, negative = inhibition, usual class: inhibitors; Q13526; active = well fitted inhibition curve with a large enough effect in the polarisation, with a control signal flat, not every such curve was filed as active; inconclusive = small, poorly fitted or top-dose-only effect, or effect the other way, or a change in a side signal; inactive = no such curve, though single readings can be large or run the other way; the % refers to the polarisation; note: potency is the fitted concentration of half-maximal effect; % is set by controls: 0 for no effect and ±100 for the full control effect
# USP1-UAF1 inh: blocks the human USP1/UAF1 deubiquitinase complex; Potency, µM (series often up to 57.1 µM), inactives show at the highest dose activity change, negative = inhibition, most hits filed as inhibitors; recombinant USP1/UAF1, Ub-Rhodamine cleavage fluorescence; actives 0.23% (n = 390,000); note: potency is the fitted concentration of half-maximal effect; % is set by controls: 0 for no effect and ±100 for the full control effect; nearly all actives have a fitted effect of over 60% in size; inactives centre near -12
#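 USP1/UAF1 complex (1 nM) preincubated 15 min at room temperature with compound, then Ub-Rho substrate (150 nM final) added. Kinetic fluorescence at 480/540 nm over 6 reads at 60 s intervals; 50 mM HEPES pH 7.8, 0.5 mM EDTA, 0.1 mg/ml BSA, 1 mM TCEP, 0.01% Tween-20.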
# PGK inhibitor: T. brucei PGK inhibition. Potency, µM (doses to about 57.5 µM), inactives show at the highest dose activity change, negative = inhibition, actives largely listed as inhibitors. P07378. PGK/GAPDH coupled, Kinase-Glo luminescence, 60 min. AID 602233. actives 0.043% (n = 380,000); note: potency is the fitted concentration of half-maximal effect; % is set by controls: 0 for no effect and ±100 for the full control effect; nearly all actives have a fitted effect of over 60% in size
# Target sequence (P07378 whole entry, looked up): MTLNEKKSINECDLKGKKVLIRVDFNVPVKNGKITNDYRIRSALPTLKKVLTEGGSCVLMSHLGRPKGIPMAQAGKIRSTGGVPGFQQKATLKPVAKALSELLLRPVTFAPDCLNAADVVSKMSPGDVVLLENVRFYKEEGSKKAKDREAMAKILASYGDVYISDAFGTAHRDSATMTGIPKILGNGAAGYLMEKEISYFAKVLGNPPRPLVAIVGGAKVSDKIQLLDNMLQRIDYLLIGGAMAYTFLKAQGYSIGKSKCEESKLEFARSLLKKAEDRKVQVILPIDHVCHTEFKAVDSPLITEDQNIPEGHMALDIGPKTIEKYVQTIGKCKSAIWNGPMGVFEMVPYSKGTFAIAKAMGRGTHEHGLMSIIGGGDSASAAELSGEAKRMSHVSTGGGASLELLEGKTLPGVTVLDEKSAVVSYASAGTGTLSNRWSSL
#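 Luminescent ATP detection (Kinase-Glo Plus) follows a 60-minute room-temperature incubation, with wells lacking PGK as controls. Buffer: 100 mM TEA (pH 7.6), 5 mM MgCl2, 0.01% Tween-20. Coupling enzyme GAPDH (100 nM final) supplies unstable 1,3-BPG in-well.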
# PI4K2A inh: inhibitors of human PI4K2A; Q9BTU6; purified PI4K2A, ADP-Glo luminescence, 1 h; stronger effect = lower value; activity change, negative = inhibition, % at 76.9 µM; actives 0.13% (n = 420,000); AID 1346378; in the data active = activity change below about -50%; inconclusive = mostly about -30% to -49%;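 note: -100% = wells without enzyme as full effect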
#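 PI4K2A activity was measured by ADP-Glo luminescence: enzyme (4 ug/mL stock) and phosphatidylinositol (1.2 mM stock) in Tris pH 7.5/MgCl2/EGTA/Triton X-100 buffer were reacted with ATP (300 microM stock) for one hour at ambient temperature.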
# GLS inhibitor: inhibitors of human glutaminase (GLS); GLS enzymatic activity, qHTS titration; Potency, µM (series often up to 45.5 µM), for the others: top-dose activity change, negative = inhibition, usual class: inhibitors; actives 0.21% (n = 410,000); AID 624170; note: potency is the fitted concentration of half-maximal effect; % is set by controls: 0 for no effect and ±100 for the full control effect
#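 Two-point fluorescence kinetic (t0, 30 min RT) for hKGA; glutamate detected via glutamate oxidase–HRP–Amplex Red. Substrate: 1 mM L-glutamine solution; buffer 45 mM KH2PO4, pH 8.2.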
# rTrxR1 inhibitor: rat TrxR1 inhibition; O89049; recombinant rTrxR1, NADPH fluorescence consumption, selenite substrate; Potency, µM (highest dose often 114 µM), for the others: at the highest dose activity change, negative = inhibition, most hits filed as inhibitors; actives 1% (n = 390,000); AID 588453; note: potency is the fitted concentration of half-maximal effect; % is set by controls: 0 for no effect and ±100 for the full control effect; nearly all actives have a fitted effect of over 65% in size
#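 Rat TrxR1 (90 nM in the dispensed reagent) was pre-reduced with 400 uM NADPH for 5 min at room temperature, then incubated with compound for 15 min. After 400 uM selenite was added, NADPH fluorescence (Ex 340/Em 450 nm) was followed for 8 min.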
# TrxR1 substrate: substrates of rat thioredoxin reductase 1; AID 588456; Potency, µM (titrated, usually from 114 µM), for inactives: top-dose activity change, negative = substrate turnover; actives 0.01% (n = 390,000); O89049; purified TrxR1 substrate turnover, NADPH consumption readout; note: potency is the fitted concentration of half-maximal effect; % is set by controls: 0 for no effect and ±100 for the full control effect; nearly all actives have a fitted effect of over 50% in size
#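 Rat TrxR1, dispensed at 90 nM, was prereduced with 400 uM NADPH (final) for 5 min at ~22 deg C, then incubated with compound 15 min before 400 uM selenite. A first-read NADPH fluorescence drop versus no-compound background flagged substrates.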
# HP1b binding inh: blocks HP1-beta chromodomain binding to methylated histone tails | P83916 | Potency, µM (series often up to 114 µM), without a hit: at the highest dose activity change, negative = inhibition, hits mostly inhibitors | actives 0.56% (n = 390,000) | AlphaScreen HP1-beta / biotin-H3K9me3 peptide binding | AID 540317; note: potency is the fitted concentration of half-maximal effect; nearly all actives have a fitted effect of over 70% in size; inactives centre near 23
# Target sequence (P83916 whole entry, looked up): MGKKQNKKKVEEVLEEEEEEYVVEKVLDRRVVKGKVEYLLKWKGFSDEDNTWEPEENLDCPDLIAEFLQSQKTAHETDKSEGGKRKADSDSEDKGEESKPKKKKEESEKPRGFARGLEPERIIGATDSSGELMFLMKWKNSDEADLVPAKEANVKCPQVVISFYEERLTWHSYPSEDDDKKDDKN
#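 AlphaScreen: HP1-beta (50 nM) preformed 30 min with biotin-H3(1-18)K9me3 peptide (50 nM) in PBS pH 7.4, 0.01% Tween-20. Compound added for 30 min at RT, then streptavidin donor/nickel chelate acceptor beads (10 ug/mL) for 30 min.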
# IDH1 R132H inh: blocks human mutant IDH1 R132H enzyme; IDH1-R132H enzyme, NADPH consumption, diaphorase/resazurin fluorescence; Potency, µM (top dose mostly 76.6 µM), inactives show top-dose activity change, negative = inhibition, usual class: inhibitors; actives 0.093% (n = 390,000); AID 602179; note: potency is the fitted concentration of half-maximal effect; % is set by controls: 0 for no effect and ±100 for the full control effect; nearly all actives have a fitted effect of over 65% in size
# Target sequence (O75874 whole entry R132H, stated change not applied): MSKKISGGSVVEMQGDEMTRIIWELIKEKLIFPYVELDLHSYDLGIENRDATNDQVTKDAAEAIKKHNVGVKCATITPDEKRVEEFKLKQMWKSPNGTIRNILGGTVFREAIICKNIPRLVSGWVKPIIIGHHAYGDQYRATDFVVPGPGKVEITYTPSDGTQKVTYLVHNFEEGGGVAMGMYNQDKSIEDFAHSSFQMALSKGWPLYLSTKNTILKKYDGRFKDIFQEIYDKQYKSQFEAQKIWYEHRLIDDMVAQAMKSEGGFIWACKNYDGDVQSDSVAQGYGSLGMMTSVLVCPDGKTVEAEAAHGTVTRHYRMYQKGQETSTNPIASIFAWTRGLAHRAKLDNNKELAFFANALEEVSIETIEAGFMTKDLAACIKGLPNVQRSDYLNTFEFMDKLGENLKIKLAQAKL
#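 IDH1-R132H (0.5 ug/mL dispensed) in pH 7.5 Tris buffer was preincubated 30 min with compound, then given a substrate mix of 0.016 mM NADPH and 2 mM alpha-KG for 80 min at room temperature; remaining NADPH was read by diaphorase/resazurin fluorescence.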
# Starred values were filed as active, the others as inactive; i = inactive; u = inconclusive; x = not tested or not shown; [ ] = another dose, or the depositor's remark. Unless noted, calls come from the whole dose curve; as a rule, active = well fitted curve in the direction sought with a large enough effect; inconclusive = small, poorly fitted or top-dose-only effect, or another doubt; inactive = no such curve, though single readings can be large; an effect the other way counts as inactive or inconclusive. Some of the compounds tested; count on the stated rates, not on these rows.
# The opening 2 entries, ahead of the listing:
SMILES,Pin1 inhibitor,USP1-UAF1 inh,PGK inhibitor,PI4K2A inh,GLS inhibitor,rTrxR1 inhibitor,TrxR1 substrate,HP1b binding inh,IDH1 R132H inh
COc1cccc(CCNC(=O)C2CCC(=O)N(C3CC3)C2)c1OC (centres undefined),-11.2%,-26.9%,-4.0%,-3.7,-5.3%,13.9%,2.6%,27.9%,3.3%
Cc1ccc(S(=O)(=O)c2[nH]c(-c3ccccc3)nc2SCC(N)=O)cc1,-8.1%,-14.4%,i,-1.3,7.9%,17.0%,5.3%,22.5%,-6.2%

# All compounds of this part, repeating the preview:
SMILES,Pin1 inhibitor,USP1-UAF1 inh,PGK inhibitor,PI4K2A inh,GLS inhibitor,rTrxR1 inhibitor,TrxR1 substrate,HP1b binding inh,IDH1 R132H inh
COc1cccc(CCNC(=O)C2CCC(=O)N(C3CC3)C2)c1OC (centres undefined),-11.2%,-26.9%,-4.0%,-3.7,-5.3%,13.9%,2.6%,27.9%,3.3%
Cc1ccc(S(=O)(=O)c2[nH]c(-c3ccccc3)nc2SCC(N)=O)cc1,-8.1%,-14.4%,i,-1.3,7.9%,17.0%,5.3%,22.5%,-6.2%
Cc1nc2ccc(S(=O)(=O)NC(C(=O)NC3CCCC3)C(C)C)cc2s1 (centres undefined),5.3%,7.1%,3.8%,1.8,1.9%,-9.0%,-6.9%,37.0%,-8.3%
Cc1ccc(/C=C2/NC(=O)N(Cc3ccccc3F)C2=O)s1,u,0.0%,-1.4%,-2.3,2.7%,u,-11.6%,29.4%,4.1%
c1ccc(-c2cn3c(n2)-c2ccccc2C3)cc1,0.7%,-21.6%,u,-51.4*,0.5%,8.9%,70.4%[activator],-10.0%,17.1%
CCOC(=O)c1cc(-c2ccc(F)cc2)n(CCC(=O)NC2CCN(Cc3ccccc3)CC2)c1C,-3.5%,-13.9%,-1.6%,-1.0,9.2%,-12.7%,-7.3%,-10.6%,-8.5%
COc1ccc(NC(=O)Cn2nnc(C(N)=O)c2N)c(OC)c1,3.1%,-2.9%,i,3.7,-13.9%,-11.5%,-6.4%,19.0%,0.0%
COc1ccc(F)cc1C1=CC(=O)C[C@H](c2ccc3c(c2)OCO3)C1,7.4%,-3.2%,-2.0%,3.0,-5.6%,5.4%[57.1 µM],-2.8%,21.3%,-10.0%
C=CCn1c(C)cc(C(=O)CSc2n[nH]c(N)n2)c1C,-2.2%,-3.0%,-0.6%,-0.3,26.6%,-11.9%,-10.4%,8.3%,4.4%
O=C(NCC(c1cccs1)N1CCOCC1)c1ccco1 (centres undefined),-0.9%,-14.1%,2.9%,1.6,5.8%,-15.7%,-5.4%,18.6%,4.4%
N#Cc1cc([N+](=O)[O-])ccc1NC(=O)COC(=O)CN1C(=O)C2CCCCC2C1=O (centres undefined),-3.9%,-16.6%,0.8%,-1.9,-7.6%,-8.2%,-11.8%,37.0%,1.7%
O=c1cc(-c2ccc(O)c(O)c2)oc2cc(O)c(C3OC(CO)C(O)C(O)C3O)c(O)c12 (centres undefined),u,-12.0%,u,-7.1,32.8%[activator],-20.1%,-12.7%,4.4%,-13.1%
CCC(CO)Oc1cc(NCc2ccccc2OC)c2ncn(C(C)C)c2c1 (centres undefined),0.9%,u,0.1%,-9.8,26.7%,-27.2%,-2.5%,7.6%,1.1%
Cc1ccc(C(NC(=O)N2CCOCC2)C(Cl)(Cl)Cl)cc1F (centres undefined),-0.5%,-24.6%,-12.9%,-2.0,1.5%,16.2%,4.6%,12.1%,7.8%
Cc1cc(Cl)ccc1OCCCC(=O)NCc1ccncc1,-13.3%,-7.3%,-9.7%,-3.5,2.4%,29.4%,15.2%,7.9%,0.0%
CCOC(=O)c1ccc(NS(=O)(=O)c2ccc3[nH]c4c(c3c2)CCCCC4)cc1,u,-29.2%,i,0.6,-12.9%,9.8%,-3.7%,-0.7%,-11.1%
COc1ccc(Br)cc1CNC(=O)c1cc(=O)[nH]c2ccc(S(=O)(=O)N3CCCCC3)cc12,0.7%,u,13.4%,0.0,1.5%,6.1%[57.1 µM],-4.3%[57.1 µM],18.8%,-13.1%
CN(CC(=O)Nc1ccccc1Cl)C(=O)c1cc2c(s1)CCCCC2,-7.8%,-4.0%,-1.5%,2.5,1.3%,2.7%,-8.3%,5.4%,3.0%
Cc1cc(N2CCN(c3nnnn3-c3ccccc3)CC2)n2ncnc2n1,-4.7%,-15.4%,-6.0%,2.3,-3.9%,11.1%,5.8%,56.0%[activator],-1.4%
CCc1ccc(OCCNC(=O)c2ccccc2SCc2ccc(F)cc2)cc1,0.9%,-22.7%,-3.1%,-4.7,-2.5%,-10.1%,-10.7%,80.0%[activator],4.9%
CCOC(=O)c1cc(NC(=O)CCC(=O)O)ccc1N1CCCCC1,-2.6%,-20.7%,1.1%,2.9,1.2%,-7.9%,-11.2%,46.8%[activator],0.0%
CN(C)S(=O)(=O)c1cccc(C(=O)NCC2(N3CCOCC3)CCCCC2)c1,-2.7%,-24.8%,-7.5%,0.5,8.0%,56.7%,11.9%,22.6%,-6.2%
C[C@]12c3[nH]c4cc(-c5ccco5)ccc4c3CCN1C(=O)[C@@H](CC(=O)NCCN1CCOCC1)C[C@@H]2C(=O)N1CCOCC1,1.2%,-30.0%,-6.7%,4.2,0.6%,6.3%,52.2%[activator],13.1%,2.5%[38.3 µM]
COc1cc(/C=C/C(=O)OCC(=O)Nc2ccccc2Sc2ccc(Cl)cc2)ccc1O,12.8%,-21.0%,-0.1%,-0.7,1.9%,16.6%,14.1%,15.4%,2.0%
O=C(CN1C(=O)NC2(CCc3ccccc3C2)C1=O)NCc1ccco1 (centres undefined),-12.2%,-5.7%,-2.0%,-14.6,7.5%,-0.6%[57.1 µM],5.6%[57.1 µM],4.7%,-5.3%
CN1CCN(C(=O)C(N)Cc2ccccc2)CC1 (centres undefined),0.7%,-6.2%,-5.8%,-3.1,-2.1%,-0.5%[57.1 µM],2.8%[57.1 µM],26.3%,0.0%
Cc1noc(C)c1CS(=O)(=O)c1ccc(Br)cc1,u,3.8%,0.6%,-4.3,13.5%,-30.3%,7.3%,2.8%,9.4%
COCc1c(C#N)c(NCCc2ccc(F)cc2)nc(C)c1[N+](=O)[O-],-14.5%,-16.9%,0.3%,-2.0,-8.0%,-7.9%,-13.6%,25.0%,2.2%
O=C(N/N=C/c1ccccn1)c1[nH]c2ccc([N+](=O)[O-])cc2c1-c1ccccc1,-2.1%,-18.9%,-6.0%,-2.2,7.5%,24.8%[57.1 µM],-1.9%[57.1 µM],5.7%,2.3%
COc1ccccc1Nc1nc(C)nc2c1oc1ccccc12,u,u,-6.3%,14.4,-15.8%,45.1%[activator],127.7%[activator],72.4%[activator],6.6%
COCCCNc1ncnc2ccc(C)cc12,-7.4%,-16.8%,1.9%,8.2,-10.3%,2.2%,4.8%[0.457 µM],34.7%,8.3%
COCCCn1c(=O)/c(=C\c2cccc(OC)c2OC)s/c1=C(/C#N)C(=O)Nc1ccc(C(=O)O)cc1,u,-21.5%,-8.6%,-4.3,-1.5%,3.0%,-10.0%,6.4%,11.4%
CSc1cccc(NC(=O)CC(c2cccs2)N2Cc3ccccc3C2=O)c1 (centres undefined),26.3%,-19.9%,-3.1%,2.1,-12.8%,-0.2%,-0.1%,43.8%[activator],-5.8%
COc1nc2ccccc2c(=O)n1OCC(C)C,-7.1%,-21.2%,-2.9%,3.9,-14.4%,4.0%,4.3%,20.3%,0.0%
CC(C)Cc1nc(SCC(=O)Nc2ccc(S(N)(=O)=O)cc2)n[nH]1,-7.4%,-4.8%,-2.3%,4.8,x,2.2%,-1.3%,9.3%,18.8%
CC(C)C(O)(C#CCN1CCCCC1)c1ccccc1 (centres undefined),-7.1%,-20.8%,-7.7%,-0.7,13.5%,-14.5%,2.3%,16.5%,5.9%
O=C1CCCc2cc(S(=O)(=O)NCC3CCC(C(=O)NCc4ccccc4Cl)CC3)ccc2N1 (centres undefined),1.8%,-25.1%,0.9%,-0.5,21.7%,-7.1%[57.1 µM],-11.3%[57.1 µM],16.5%,18.8%
COc1cccc(C2c3c(oc4cc(C)cc(C)c4c3=O)C(=O)N2CCc2ccc(OC)c(OC)c2)c1 (centres undefined),0.2%,-14.5%,x,2.7,-8.8%,19.3%,4.0%,32.6%,x
CCOC(=O)c1c(C)[nH]c(C(=O)COC(=O)COc2ccccc2C=O)c1C,2.7%,-10.0%,-6.7%,5.6,u,-0.6%[57.1 µM],9.4%[57.1 µM],-12.8%,-1.5%
COc1ccccc1C1=NOC(Cn2c(NCCOCCO)nc3c2c(=O)n(C)c(=O)n3C)C1 (centres undefined),-2.2%,-20.3%,-7.7%,-0.4,20.7%,16.1%,2.7%,35.6%,5.3%
